TDP1 inh – blocks human tyrosyl-DNA phosphodiesterase 1 | Q9NUW8 | recombinant TDP1, AlphaScreen DNA substrate cleavage | Potency, µM (top dose mostly 130 µM), inactives show at the highest dose activity change, negative = inhibition, usual class: inhibitors | actives 0.28% (n = 350,000) | AID 485290; further: nearly all actives have a fitted effect of over 40% in size
Target sequence (Q9NUW8 whole entry, looked up): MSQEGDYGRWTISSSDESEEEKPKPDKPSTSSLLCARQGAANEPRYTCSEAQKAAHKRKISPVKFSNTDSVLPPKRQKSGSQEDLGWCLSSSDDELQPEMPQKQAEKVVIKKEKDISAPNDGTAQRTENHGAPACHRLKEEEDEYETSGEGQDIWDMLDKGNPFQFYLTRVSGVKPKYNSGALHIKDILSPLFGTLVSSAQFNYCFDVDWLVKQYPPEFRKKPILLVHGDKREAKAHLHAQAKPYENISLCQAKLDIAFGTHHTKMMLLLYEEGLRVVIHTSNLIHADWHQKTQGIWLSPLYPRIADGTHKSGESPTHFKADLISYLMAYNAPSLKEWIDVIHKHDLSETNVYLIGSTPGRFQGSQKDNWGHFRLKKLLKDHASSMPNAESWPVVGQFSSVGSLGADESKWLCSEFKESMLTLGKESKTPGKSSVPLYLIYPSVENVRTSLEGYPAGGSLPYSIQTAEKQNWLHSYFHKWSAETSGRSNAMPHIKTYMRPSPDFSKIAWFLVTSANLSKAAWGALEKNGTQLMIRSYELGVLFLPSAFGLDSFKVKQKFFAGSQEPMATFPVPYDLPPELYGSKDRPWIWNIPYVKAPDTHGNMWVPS
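Enzyme-compound mixtures sat 15 min at room temperature, followed by a 5 min reaction with 15 nM final substrate and 10 min with AlphaScreen beads. Recombinant human Tdp1 was used at 1 nM final.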
FEN1 inhibitor – inhibitors of human flap endonuclease 1; P39748; Recombinant FEN1 flap cleavage, fluorescence, 15 min; Potency, µM (series often up to 114 µM), for inactives: top-dose activity change, negative = inhibition, most hits filed as inhibitors; actives 0.35% (n = 390,000); further: nearly all actives have a fitted effect of over 65% in size
Target sequence (P39748 whole entry, looked up): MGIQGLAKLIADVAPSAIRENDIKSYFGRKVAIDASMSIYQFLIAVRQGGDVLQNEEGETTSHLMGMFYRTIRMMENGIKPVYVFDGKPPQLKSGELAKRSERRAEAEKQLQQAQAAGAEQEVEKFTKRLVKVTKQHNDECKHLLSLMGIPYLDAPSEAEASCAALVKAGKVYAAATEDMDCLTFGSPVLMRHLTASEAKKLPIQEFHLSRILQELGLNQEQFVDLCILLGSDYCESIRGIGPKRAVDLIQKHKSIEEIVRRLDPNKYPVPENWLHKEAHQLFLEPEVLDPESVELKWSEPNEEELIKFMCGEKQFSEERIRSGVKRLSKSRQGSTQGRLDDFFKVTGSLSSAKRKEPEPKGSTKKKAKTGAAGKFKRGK
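Concentration–response screening of FEN1 (10 nM): 15 min compound preincubation at room temperature, reaction started with 50 nM substrate and read at 0 and 15 min. Corrected, normalized data were fitted by a four-parameter Hill equation.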
N370S GC – inhibits or activates N370S mutant glucocerebrosidase | Potency, µM (titrated, usually from 59.4 µM), for the others: at the highest dose activity change, negative = inhibition, usual class: inhibitors | N370S GC spleen homogenate, 4MU-glucoside fluorescence | P04062 | actives 0.092% (n = 330,000);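 further: 0% = full enzyme activity and -100% = no enzyme basal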
An asterisk follows results filed as active; ? = inconclusive; nt = not tested or not shown; & = joins results of further samples; [ ] = another dose, or the depositor's remark. The call rests on the fitted dose curve; in most records, active means well fitted curve in the direction sought with a large enough effect; inconclusive means small, poorly fitted or top-dose-only effect, or another doubt; inactive means no such curve, though single readings can be large; an effect the other way counts as inactive or inconclusive. Unless noted, on the % scale 0 is the no-effect control and ±100 the full control effect; potency means the concentration at half of the fitted maximal effect.

SMILES	TDP1 inh	FEN1 inhibitor	N370S GC
CCC(CC)C(=O)Nc1cccc(C(=O)Nc2ccc(S(=O)(=O)Nc3ccc(C)cc3)cc2)c1	4%	-23%	-10%
COc1ccc(CNC(=O)CN(c2ccc(C(C)C)cc2)S(=O)(=O)c2c(C)noc2C)cc1	0%	10%	-7%
O=C(NCc1ccc(F)cc1)c1ccc(CS(=O)Cc2ccccc2Cl)o1 (stereo not given)	1%	-18%	16%
CCOC(=O)c1ccc2c(c1)n(CCCS(=O)(=O)[O-])c(/C=C/c1ccc(Cl)cc1)[n+]2CC	3%	13%	-10%
Cc1ccc2[nH]c(=O)c3cc(C(=O)N4CCN(c5ccccc5F)CC4)sc3c2c1	9%	1%	nt
COc1cccc2cc(C(=O)Nc3ccccc3C(=O)N3CCOCC3)oc12	nt	4%	-1%
CCOC(=O)N1CCN(C(=O)CSc2ccc(-c3ccc(OC)c(OC)c3)nn2)CC1	4%	5%	2%
O=C(CSc1nc2c([nH]c3ccccc32)c(=O)n1-c1ccc(F)cc1)N1CCCCCC1	-4%	-16%	nt
CS(=O)(=O)Oc1ccc2c(c1)O/C(=C\c1cccc([N+](=O)[O-])c1)C2=O	nt	5%	-16%
Nc1nonc1-n1nnc(C(=O)N/N=C/c2cccnc2)c1-c1ccccc1	0%	-10%	-15%
Cc1ccc(CSc2ccc(-c3cccs3)nn2)cc1	-3%&1%	7%&-1%	9%
COc1ccccc1-c1nnc2n(CCc3ccccc3)c(=O)c3ccccc3n12	3%	-10%	nt
O=C(Cn1ncc2c3ccccc3n(Cc3ccc(F)cc3)c2c1=O)NCc1ccccn1	5%	3%	nt
O=C(COC(=O)c1ccccc1F)NCc1ccc2c(c1)OCO2	0%	-4%	nt
COCCCNC(=O)/C(C#N)=C/c1c(N2CCCCCC2)nc2ccccn2c1=O	nt	-3%	25%
COc1ccc(OC(C)C(=O)Nc2cccc(F)c2)cc1 (stereo not given)	nt	-11%	-3%
Cc1cc(C(F)(F)F)c2sc(N)nc2n1	0%	-6%	-3%
O=S1(=O)c2ccccc2N(Cc2cccc(Cl)c2)c2ccccc21	2%	15%	nt
Cc1nn(C(C)(C)C)c(OC(=O)c2c(F)cccc2F)c1Sc1ccccc1	-3%	-10%	nt
O=C(Cc1ccc([N+](=O)[O-])cc1)N/N=C/c1ccc([N+](=O)[O-])o1	3%	-22%	-11%
COc1ccc(CNc2ccc3c(c2)CCC3)cc1Br	7%	-3%	-5%
COc1cccc(N2CCN(S(=O)(=O)c3ccc4c(c3)CCCN4C(C)=O)CC2)c1	3%	-9%	nt
COc1cc2c(cc1OC)CN(C(=O)CSc1nc(N)c(C#N)cc1C#N)CC2	-2%	9%	-8%
Cc1nn(CCCC(=O)NCCc2ccc(Cl)cc2)c(=O)c2c1sc1ccccc12	6%	45µM*	nt
CCOC(=O)c1ccccc1Cc1nc2ccccc2c(=O)[nH]1	1%	-6%	4%
Continued.
SMILES	TDP1 inh	FEN1 inhibitor	N370S GC
COc1cccc(NS(=O)(=O)c2cc3c(cc2C)NC(=O)CO3)c1	nt	-3%	-3%
COc1cccc(NC(=O)CSc2ccc(-c3sc(C)nc3C)nn2)c1	2%	2%	-3%
O=C(CCn1cnnn1)Nc1ccc(Cl)c(Cl)c1	0%	4%	-2%
C=CCN1C(=O)NC(c2ccccc2)(C(F)(F)F)S/C1=C(\C#N)c1nnc(N2CCOCC2)n1-c1ccccc1 (stereo not given)	-3%	-17%	6%
Cc1ccc(S(=O)(=O)N2CCCCC2)cc1C(=O)c1nccn1C	4%	5%	4%
CC(=O)Nc1ccc(NC(=O)CSc2nc(C)nc3sc(C)c(C)c23)cc1	2%	-7%	17%
Cc1cc(C)cc(NC(=O)C(=O)NCC2CCCO2)c1 (stereo not given)	8%	22%	-18%
CCCc1nc2ccccc2c(=O)n1CC(=O)c1ccccc1	nt	-4%	6%
CCCCN(CC)C(=O)Cc1ccc(Br)cc1	0%	2%	2%
O=C(CN(Cc1ccc(Cl)cc1)C(=O)c1csnn1)NCc1ccccc1	7%[0.0935 µM]	-4%	-2%
Cc1ccc(NC(=O)CSc2nnc(N)s2)cc1S(=O)(=O)N1CCCCC1	4%[56.1 µM]	4%	-4%
CN(C)CCN(Cc1ccco1)C(=O)c1oc2ccccc2c1NC(=O)c1ccccc1	3%	-14%	nt
O=C(NCc1nc2ccccc2[nH]1)c1cccc(Cl)c1	5%	-4%	nt
CC(C)(C#N)N([O-])C=C[N+](=O)C(C)(C)C#N	6%	-15%	3%[2.35 µM]
COc1cccc(NC(=O)CN(C)C(=O)c2cc(C3CC3)nn2-c2ccccc2)c1	-3%[56.1 µM]	13%	nt
COc1cc(NC(=O)C2CCN(S(=O)(=O)c3c(C)noc3/C=C/c3ccccc3F)CC2)cc(OC)c1OC	2%	-2%	nt
O=C(COC(=O)C1CCN(c2ccc(C(F)(F)F)cn2)CC1)Nc1ccc(F)cc1[N+](=O)[O-]	7%	1%	6%
CCCCn1c(=O)c(Cc2ccccc2)c(O)c2ccccc21	3%	1%	2%
Cc1ccc(NC(=O)c2ccc(NCCCN3CCC(C)CC3)c([N+](=O)[O-])c2)cc1F	-1%	0%	-8%
Cc1ccccc1CNS(=O)(=O)c1csc(C(N)=O)c1	3%&3%	5%&5%	1%
Brc1ccc2[nH]c3c(c2c1)CCC3	4%	15%	-1%
Cc1c(C(c2ccc(C(=O)O)cc2)c2c(C)n(C)n(-c3ccccc3)c2=O)c(=O)n(-c2ccccc2)n1C	nt	3%	-3%
CC(=O)Nc1ccccc1-c1nn[nH]n1	3%	8%	-2%
O=C(Nc1cccc(F)c1)c1ccccc1	2%	0%	-18%
Cc1ccc(OC(=O)c2sc(Cl)nc2C)cc1C	-3%	-4%	-18%

Four of the compounds above, with two lines to a compound.
Every second line gives: TDP1 inh	FEN1 inhibitor	N370S GC
Brc1ccc2[nH]c3c(c2c1)CCC3
 : 4%	15%	-1%
Cc1c(C(c2ccc(C(=O)O)cc2)c2c(C)n(C)n(-c3ccccc3)c2=O)c(=O)n(-c2ccccc2)n1C
 : nt	3%	-3%
CC(=O)Nc1ccccc1-c1nn[nH]n1
 : 3%	8%	-2%
O=C(Nc1cccc(F)c1)c1ccccc1
 : 2%	0%	-18%

Entries of single compounds as entered above:
Profile of `Cc1ccc(NC(=O)CSc2nnc(N)s2)cc1S(=O)(=O)N1CCCCC1` = TDP1 inh = 4%[56.1 µM]; FEN1 inhibitor = 4%; N370S GC = -4%
Profile of `O=C(COC(=O)C1CCN(c2ccc(C(F)(F)F)cn2)CC1)Nc1ccc(F)cc1[N+](=O)[O-]` = TDP1 inh = 7%; FEN1 inhibitor = 1%; N370S GC = 6%

Back to the main list with the 3 entries that preceded the break.
SMILES	TDP1 inh	FEN1 inhibitor	N370S GC
CC(=O)Nc1ccccc1-c1nn[nH]n1	3%	8%	-2%
O=C(Nc1cccc(F)c1)c1ccccc1	2%	0%	-18%
Cc1ccc(OC(=O)c2sc(Cl)nc2C)cc1C	-3%	-4%	-18%
O=C(NCCc1ccc(Cl)cc1)c1cc2c(s1)-c1ccccc1OC2	-1%	-14%	nt
Fc1ccc(-c2nnc(-c3ccc(Cl)cc3)o2)cc1	4%	5%	4%
Oc1ccc(Br)cc1CNc1cnc2ccccc2c1	4%	-9%	20%
COc1ccc(C(=O)OCC(=O)N2C(C)CCCC2C)cc1S(=O)(=O)N1CCOCC1 (stereo not given)	0%	3%	nt
Cc1oc(-c2ccccc2F)nc1CSCC(=O)NCc1ccccc1	9%	0%	nt
COC(=O)COc1ccc(C(C2C(=O)CC(C)(C)CC2=O)C2C(=O)CC(C)(C)CC2=O)cc1	nt	2%	17%
Cc1ccc(-c2n[nH]c(=S)n2/N=C/c2ccc(C)o2)cc1	4%	5%	27%
Cc1cccc(-c2nnc(-c3cccc(NC(=O)Cc4cccs4)c3)o2)c1	5%	0%	19%
O=C(O)CN1CCCCC1	-3%	9%	-14%
COc1ccc(CCNC(=O)c2cn(C)c3ccc(S(=O)(=O)N(C)C4CCCCC4)cc3c2=O)cc1OC	-2%	13%	nt
Cc1[nH]c2ccccc2c1/C=N/NC(=O)CNC(=O)Cc1ccccc1	5%	0%	20%
COC(=O)C1=C(C(=O)c2ccccc2)C(c2cccs2)n2nnnc2N1 (stereo not given)	-1%	29%	-2%
COc1ccc(S(=O)(=O)N2CCOCC2)cc1NC(=O)COC(=O)c1oc2ccccc2c1C	0%	24%	nt
COc1ccc(C2(CNC(=O)C(=O)Nc3ccc(F)cc3)CCCC2)cc1OC	-2%	-8%	nt
COc1ccc(N2CCN(C(=O)CCNS(=O)(=O)c3cc(Br)cnc3N)CC2)cc1	6%	-6%	-11%
COc1ccc(N2CCN(S(=O)(=O)c3ccc(C4CCCCC4)cc3)CC2)cc1	7%	15%	nt
CCCCNC(=O)c1nc2ncc(Br)cn2n1	-3%	-13%	4%
CCn1nnc(-c2ccccc2NC(=O)c2cc(OC)c(OC)c(OC)c2)n1	7%	0%	13%
C=C1c2ccccc2NC(=O)N1c1ccc(OC)cc1	-5%	0%	6%
O=C(NNS(=O)(=O)c1ccc(CCCl)cc1)C(O)(c1ccccc1)c1ccccc1	0%	2%	?
Cn1ncc(Cl)c1C(=O)Nc1nnc(C2CC2)s1	1%	1%	-10%
COc1ccc(CCNC(=O)Cn2nnc(-c3ccc(N4CCOCC4)cc3)n2)cc1OC	4%	-8%	-5%[2.35 µM]
O=C(COc1ccc2ccccc2c1)NCC(=O)N/N=C/c1ccco1	-6%	-9%	19%
Cc1ccc(S(=O)(=O)Nc2cccc3ncccc23)s1	4%	2%	8%
Cc1cc(Cl)ccc1OCC(=O)N/N=C1\CC2C=CCC12 (stereo not given)	-3%	-8%	-16%
Following part
SMILES	TDP1 inh	FEN1 inhibitor	N370S GC
Cc1ccn2cc(CCNS(=O)(=O)c3ccc4c(c3)OCCO4)nc2c1	1%	-1%	1%
Cc1cc(C)c(S(=O)(=O)N2CCC(C(=O)OCc3c(C)noc3C)CC2)c(C)c1	0%	-9%	nt
COc1cc(OC)c(OC)cc1/C=C1\Oc2cc(OS(C)(=O)=O)ccc2C1=O	nt	-29%	2%
CCCCNC(=S)Nc1ccc(SC(F)F)cc1	5%	-12%	-6%
O=[N+]([O-])c1ccc(Cl)c(-c2ccc(/C=N/c3c(-c4ccco4)nc4ccccn34)o2)c1	2%	-1%	-12%
O=C(Nc1ccc(Br)cc1)c1ccc2c(c1)OCO2	1%	15%	2%
CN1CCN(C(=S)NC(=O)c2ccc(-c3ccccc3)cc2)CC1	8%	-15%	?
CC(=O)n1cc(C2C(=O)CCCC2=O)c2ccccc21	1%	-3%	-3%[2.35 µM]
COc1ccc2[nH]cc(CCNC(=O)Nc3cccc(F)c3)c2c1	8%	-12%	nt
CC(C)Oc1ccc(C(=O)NC2(C(F)(F)F)NC(=O)N(CCCc3ccccc3)C2=O)cc1 (stereo not given)	4%	-16%	-12%
CC(C)(C)NC(=O)C1CCC(CNc2c(N3CCCCC3)c(=O)c2=O)CC1 (stereo not given)	nt	-11%	-16%
CCOc1ccc(NC(=O)Cn2cc(C(=O)c3ccccc3)c(=O)c3cc(OC)ccc32)cc1	6%	0%	nt
Cc1ccc(C(=O)N/C(=C/c2ccc(-c3cccc([N+](=O)[O-])c3)o2)C(=O)NC(C)C)cc1	9%	1%	18%
COc1ccccc1-c1cncnc1NCc1cccnc1	25µM*	nt	-6%
CCc1nnc(NC(=O)C2CC(=O)N(CCc3ccc(F)cc3)C2)s1 (stereo not given)	9%	12%	-16%
COc1ccc(CCNC(=O)c2noc(C(C)C)c2[N+](=O)[O-])cc1OC	nt	-2%	-6%
O=C(NC1CCCc2ccccc21)C1CCN(c2nnc(-n3cccc3)s2)CC1 (stereo not given)	5%	5%	2%
O=S(=O)(c1ccc(N2CCCC2)nc1)N1CCCC1	-8%	4%	-2%
COCCNC(=O)CSc1nc2ccccc2c(=O)n1CCC(=O)NCCc1ccc(OC)c(OC)c1	4%	22%	-10%
CCCCCCSc1cc(C)nc2ncnn12	2%	22%	22%
COc1ccccc1N1CCN(C(=O)Cn2ncc3c([nH]c4ccccc43)c2=O)CC1	-7%&4%	20%&22%	-4%
O=C(O)Cc1ccc(Nc2cnn(C34CC5CC(CC(CC(=O)O)(C5)C3)C4)c(=O)c2Cl)cc1	nt	0%	3%
Cc1ccc2nc(SC(C)C(=O)N3CCCCC3)[nH]c2c1 (stereo not given)	-2%	15%	0%

Printed as active in TDP1 inh (from the list above):
| SMILES | TDP1 inh | N370S GC |
| --- | --- | --- |
| COc1ccccc1-c1cncnc1NCc1cccnc1 | 25µM* | -6% |
